N370S GC mod – inhibitors or activators of N370S glucocerebrosidase for Gaucher disease; AID 2101; N370S GC spleen homogenate, 4MU-glucoside fluorescence; actives 0.092% (n = 330,000); P04062; Potency, µM (top dose mostly 59.4 µM), for inactives: at the top dose activity change, negative = inhibition, most hits filed as inhibitors; active = well fitted inhibition curve with a large enough effect; inconclusive = small, poorly fitted or top-dose-only effect, or effect the other way, or another doubt; inactive = no such curve, though single readings can be large or run the other way;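 note: 0% = full enzyme activity and -100% = no enzyme basal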
* marks the source's active call; other numbers are inactive results; ? = inconclusive; [ ] = another dose, or the depositor's remark. Potency is the fitted concentration of half-maximal effect. These rows are one share of the data; count on the stated rates, not on these rows.

entry	compound	N370S GC mod
1	O=c1c(CCc2ccccc2)nc2cnc(Nc3ccccc3)nc2n1Cc1cccs1	-1.8%
2	CNc1nc(-c2c(C)noc2C)nc2ccccc12	2.2%
3	O=C(Nc1ccccc1)N1CCCC2(CCN(C(=O)c3cccc(F)c3)CC2)C1	-4.9%
4	COc1ncc2nc(-c3ccc(Cl)cc3)c(=O)n(C)c2n1	7.8%
5	O=C(c1cccc(F)c1)N1CCC2(CCCN(c3ccncc3)C2)CC1	-0.5%
6	COCCNc1ncnc2ccc(-c3cccc(OC)c3)cc12	3.5%
7	Cn1cccc1C(=O)N1CCC2(CC1)CN(C(=O)Nc1cccc(C#N)c1)C2	2.9%
8	CC(C)=CCC/C(C)=C\COc1c2ccoc2cc2oc(=O)ccc12	?
9	O=c1c(-c2ccccc2)nc2cnc(N3CCOCC3)nc2n1C1CC1	?
10	COc1ncc2nc(-c3cc(F)cc(F)c3)c(=O)n(CCc3ccccc3)c2n1	2.1%
11	CC(C)NC(=O)N1CC[C@@]2(CCCN(S(C)(=O)=O)C2)C1	8.8%
12	COCCNc1cc(-c2ccccc2C(F)(F)F)ncn1	-2.4%
13	COc1ccc(CNc2cc(C)cc(C)c2)cc1OC	-13.9%
14	Cc1noc(C)c1-c1cncnc1-n1ccnc1	-13.0%
15	CN(C)c1ncc2nc(-c3ccc(F)cc3)c(=O)n(CCC#N)c2n1	-5.7%
16	C=C1c2cccc(C(F)(F)F)c2O[C@H](C(=O)OCC)[C@@H]1CCC(C)C	0.1%[89.1 µM]
17	COc1cccc(Nc2ncc3ncc(=O)n(C[C@H]4CCCO4)c3n2)c1	-8.8%
18	COCCNc1ncncc1-c1ccccc1OC	17.6%
19	O=C(c1cnccn1)N1CCC[C@@]2(CCN(c3ncccn3)C2)C1	-22.7%
20	O=C(c1cnccn1)N1CCC2(CC1)CN(c1ncccn1)C2	-3.6%

More entries.
entry	compound	N370S GC mod
21	Clc1ccccc1-c1nc(NC2CCNCC2)c2ccccc2n1	-20.5%
22	N#CCCn1c(=O)c(-c2ccccc2)nc2cnc(Oc3ccccc3)nc21	4.3%
23	COc1cccc(-c2cncnc2NCCc2cnc[nH]2)c1	-1.7%
24	COc1ccc(NC(=S)N(C(C)C)C2CCN(C(C)C)CC2)cc1Cl	11.8%
25	Fc1ccc(Nc2ccnc(-c3ccoc3)n2)cc1	-25.6%
26	CCNc1ncc2nc(C)c(=O)n(CCc3ccccc3)c2n1	15.2%
27	COCCn1c(=O)c(-c2ccc(Cl)cc2)nc2cncnc21	17.3%
28	O=C(Oc1ccccc1)N1CCC2(CCCN(c3ncccn3)C2)CC1	?
29	O=C(O)C1CCC(N2C(=O)c3c(Cl)c(Cl)c(Cl)c(Cl)c3C2=O)CC1 (stereo not drawn)	-0.8%
30	COc1ccc(NC(=O)N2CC[C@@]3(CCCN(C(=O)c4ccc(OC)cc4)C3)C2)cc1	5.1%
31	N#CCCn1c(=O)c(-c2ccccc2)nc2cnc(N3CCNCC3)nc21	18.8%
32	COC(=O)N1CCC2(CC1)CN(c1ccc(-c3ccccc3)cc1)C2	-0.4%
33	O=S(=O)(c1ccccc1)N1CCC2(CCCN(c3ccccn3)C2)CC1	-14.8%
34	CN(C)C(=O)c1ccc(-c2nc(Nc3ccncc3)c3ccccc3n2)cc1	-19.9%
35	COc1ccc(OC)c(/C=C/c2ccc3cccc(O)c3n2)c1	2.4%
36	CCNc1ncc2ncc(=O)n(Cc3ccc(F)cc3)c2n1	?
37	CS(=O)(=O)N1CCC2(CCN(C(=O)Nc3cccc(F)c3)CC2)CC1	-0.8%
38	COc1ccc(CNc2cc(-c3ccoc3)ncn2)c(OC)c1	-5.6%
39	O=C(c1csnn1)N1CCC[C@@]2(CCN(Cc3nccs3)C2)C1	-2.6%
40	CN(C)c1ncc2nc(-c3cccs3)c(=O)n(C3CC3)c2n1	0.1%

Shown with the structure last: part of the list above
item	N370S GC mod	mol
24	11.8%	COc1ccc(NC(=S)N(C(C)C)C2CCN(C(C)C)CC2)cc1Cl
34	-19.9%	CN(C)C(=O)c1ccc(-c2nc(Nc3ccncc3)c3ccccc3n2)cc1
37	-0.8%	CS(=O)(=O)N1CCC2(CCN(C(=O)Nc3cccc(F)c3)CC2)CC1
33	-14.8%	O=S(=O)(c1ccccc1)N1CCC2(CCCN(c3ccccn3)C2)CC1

(more compounds)
entry	compound	N370S GC mod
41	CN1CCN(c2ncc3nc(-c4ccccc4)c(=O)n(CCc4ccccc4)c3n2)CC1	-8.8%
42	CCCC[C@]12Cc3cc(C#N)ccc3C(O1)c1c(c3cc(F)ccc3oc1=O)O2	-7.6%[12.8 µM]
43	O=C(Nc1ccccc1)N1CCC2(CC1)CCN(C(=O)c1cnccn1)CC2	7.2%
44	COCC(=O)N1CCC2(CC1)CN(Cc1cc(C(F)(F)F)cc(C(F)(F)F)c1)C2	5.0%
45	O=c1c(-c2ccccc2)nc2cnc(Oc3ccccc3)nc2n1C1CC1	-4.5%
46	COc1ccc(-n2c(=O)cnc3cnc(Oc4ccccc4)nc32)cc1	-3.7%
47	CCCC(=O)c1ccc(O)cc1O	-5.0%
48	COc1ccc(CNc2ncncc2-c2c(C)noc2C)c(OC)c1	1.3%
49	CS(=O)(=O)N1CCC2(CC1)CN(C(=O)Nc1ccccc1)C2	0.3%
50	CS(=O)(=O)N1CCC2(CC1)CN(Cc1ccccc1)C2	8.8%
51	COc1ccc(-n2c(=O)c(-c3ccccc3)nc3cnc(N4CCOCC4)nc32)cc1	8.4%
52	COc1ccc2[nH]cc(CCNc3ncnc4ccc(-c5ccccc5OC)cc34)c2c1	?
53	N#Cc1ccc(CN2CCC3(CC2)CCN(C(=O)c2cnccn2)CC3)cc1	-15.0%
54	O=c1cnc2cnc(N3CCOCC3)nc2n1Cc1ccc(F)cc1	-4.8%
55	COc1ccccc1CNc1ncncc1-c1cccc(NS(C)(=O)=O)c1	3.3%
56	Cc1nc2cnc(N3CCOCC3)nc2n(C[C@H]2CCCO2)c1=O	12.9%
57	c1cncc(CNc2cc(-c3ccoc3)ncn2)c1	-11.3%
58	Cc1cc(C)c(NC(=O)C[C@H](CC(=O)O)c2cccc3ccccc23)c(C(=O)N2CCC3(CCCC3)CC2)c1	1.3%
59	O=C(c1cnccn1)N1CCC2(CCN(Cc3cc(C(F)(F)F)cc(C(F)(F)F)c3)CC2)CC1	-12.7%
60	O=C(c1cccc(F)c1)N1CCC2(CC1)CN(c1ccccn1)C2	6.8%

Going on with the list:
entry	compound	N370S GC mod
61	COc1ccc(Oc2ncc3nc(-c4cccs4)c(=O)n(CCC#N)c3n2)cc1	-0.9%
62	CN1CCN(c2ncc3nc(CCc4ccccc4)c(=O)n(Cc4ccc(F)cc4)c3n2)CC1	-23.5%
63	COc1cc2c(cc1OC)[C@@H]1O[C@](c3ccsc3)(C2)Oc2cc(C)n(-c3ccccc3)c(=O)c21	4.9%[12.8 µM]
64	O=C(Nc1nc2ccccc2s1)c1ccc2c(c1)S(=O)(=O)c1ccccc1C2=O	3.9%
65	CC(=O)N1CCC[C@@]2(CCN(Cc3ccc(C#N)cc3)C2)C1	-11.0%
66	COc1ccccc1-c1nc(NCCN2CCOCC2)c2ccccc2n1	-10.5%
67	FC(F)(F)c1ccccc1-c1cc(NCc2ccccc2)ncn1	-15.5%
68	O=S(=O)(c1ccccc1)N1CCC2(CC1)CN(Cc1ccccc1)C2	4.0%
69	N#CCCn1c(=O)c(CCc2ccccc2)nc2cnc(Nc3ccccc3)nc21	1.6%
70	CCNc1ncc2ncc(=O)n(Cc3cccs3)c2n1	26.1%
71	CN(C)c1ncc2nc(-c3cccs3)c(=O)n(CCC#N)c2n1	-1.0%
72	O=C(c1ccncc1)N1CCC2(CC1)CN(C(c1ccccc1)c1ccccc1)C2	0.6%
73	COc1cc2c(cc1OC)C1O[C@](c3ccsc3)(C2)Oc2cc(C)n(Cc3ccccc3)c(=O)c21	2.6%[12.8 µM]
74	CN1CCN(c2ncnc3ccc(-c4ccccc4Cl)cc23)CC1	1.0%
75	O=C1N=c2ccc(Br)cc2=C1c1sc(=O)[nH]c1O	0.7%
76	CN1CCN(c2ncc3ncc(=O)n(C[C@H]4CCCO4)c3n2)CC1	-6.2%
77	COc1ccccc1CNc1nc(-c2cccc(NS(C)(=O)=O)c2)nc2ccccc12	-15.4%
78	CC1=CC(=Nc2c(C)n(C)n(-c3ccccc3)c2=O)C=CC1=O	-12.0%
79	O=c1c(-c2cc(F)cc(F)c2)nc2cnc(N3CCNCC3)nc2n1C1CC1	4.7%
80	Cc1ccc2c(c1)C1C=CCC1C(C(=O)O)N2 (stereo not drawn)	4.3%

Further records follow.
entry	compound	N370S GC mod
81	CO[C@]1(NC(=O)C2SC(=C(C(N)=O)C(=O)O)S2)C(=O)N2C(C(=O)O)=C(CSc3nnnn3C)CS[C@H]21 (stereo partly drawn)	1.3%[21.6 µM]
82	CCOC(OCC)c1cn(Cc2ccc3c(c2)C(=O)c2ccccc2C3=O)nn1	0.2%
83	O=C(c1csnn1)N1CCC2(CC1)CCN(c1cccc(-c3ccccc3)c1)CC2	13.0%
84	CN1CCN(c2ncc3nc(-c4cc(F)cc(F)c4)c(=O)n(CCc4ccccc4)c3n2)CC1	-16.0%
85	COc1ccc(NC(=O)N2CC[C@@]3(CCCNC3)C2)cc1	-0.4%
86	CC(=O)N1[C@H](C)C=C[C@]1(Cc1ccccc1)C(=O)NCc1ccc(C)o1	21.3%
87	CC(C)CN1CC2(CCN(C(=O)c3csnn3)CC2)C1	7.0%
88	Cc1noc(C)c1C(=O)N1CCC2(CCCN(c3ccncc3)C2)CC1	-10.4%
89	ClCC1=Nc2cccc3cccc(c23)N1	-23.6%
90	N#CCCn1c(=O)c(-c2cc(F)cc(F)c2)nc2cnc(Nc3ccccc3)nc21	8.6%
91	COc1ccccc1CN1CCC2(CC1)CCN(C(=O)c1csnn1)CC2	-17.6%
92	COc1ccccc1CN1CCCC2(CCN(S(C)(=O)=O)CC2)C1	-0.5%
93	COc1cccc(Cn2c(=O)c(-c3ccccc3)nc3cncnc32)c1	25.1%
94	CN(C)Cc1ccccc1-c1nc(NC2CC2)c2ccccc2n1	-5.9%
95	COCCn1c(=O)c(-c2ccc(OC)cc2)nc2cnc(N3CCNCC3)nc21	-13.7%
96	COc1ccccc1CN1CCC2(CC1)CCN(C(C)=O)CC2	1.2%
97	CN1CCCC2(CCN(C(=O)c3cnccn3)CC2)C1	0.5%
98	COc1ccc(-c2nc3cnc(Nc4ccccc4)nc3n(CCC#N)c2=O)cc1	-2.4%
99	CCOc1ccc(S(=O)(=O)n2ccnc2C)cc1	1.9%
100	COc1cccc(Nc2ncc3ncc(=O)n(CCc4ccccc4)c3n2)c1	0.5%

Other records:
entry	compound	N370S GC mod
101	CN1CCN(c2ncc3nc(-c4cccc(C#N)c4)c(=O)n(CCc4ccccc4)c3n2)CC1	-9.5%
102	FC(F)(F)c1cc(CN2CC3(CCNCC3)C2)cc(C(F)(F)F)c1	5.5%
103	O=c1c(-c2ccc(Cl)cc2)nc2cnc(N3CCNCC3)nc2n1Cc1ccc(F)cc1	-24.3%
104	COc1ncc2nc(-c3cccc(C#N)c3)c(=O)n(CCC#N)c2n1	14.5%
105	O=c1cnc2cncnc2n1Cc1ccccc1	-25.2%
106	O=C1C2=C(C(=O)c3ccccc31)C1O[C@](CCCCN3C(=O)c4ccccc4C3=O)(Cc3c1ccc1ccccc31)O2	-3.7%[12.8 µM]
107	COc1cccc(-c2cc(NCc3ccc(OC)cc3OC)ncn2)c1	0.8%
108	O=c1c(O)cc(C2Oc3cc(O)cc(O)c3CC2O)cc2c(C3Oc4cc(O)cc(O)c4CC3O)cc(O)c(O)c12 (stereo not drawn)	-15.4%
109	O=C(Nc1cccc(F)c1)N1CCC2(CC1)CCN(S(=O)(=O)c1ccccc1)CC2	-0.2%
110	CS(=O)(=O)N1CCC2(CC1)CN(c1ncccn1)C2	-8.9%
111	N#Cc1cccc(-c2nc3cnc(N4CCOCC4)nc3n(Cc3ccc(F)cc3)c2=O)c1	1.3%
112	COc1ccc(-c2nc3cnc(N(C)C)nc3n(Cc3cccs3)c2=O)cc1	3.9%
113	CN1CCN(c2ncnc3ccc(-c4cccnc4)cc23)CC1	-0.7%
114	COc1ncc2nc(C)c(=O)n(C3CC3)c2n1	10.2%
115	COc1ccc(-c2nc3cnc(N4CCOCC4)nc3n(C)c2=O)cc1	-1.7%
116	c1nc(NCCN2CCOCC2)c2cc(-c3ccoc3)ccc2n1	-3.5%
117	c1cncc(CNc2ccnc(-c3ccc4c(c3)OCO4)n2)c1	-11.9%
118	COCC(=O)N1CCC2(CC1)CN(Cc1ccc(C#N)cc1)C2	5.5%
119	O=c1c(-c2cccs2)nc2cncnc2n1-c1ccccc1	20.4%
120	COc1ccc([C@]23Cc4ccccc4C(O2)c2c(cc(-c4ccccc4)oc2=O)O3)cc1	-1.4%[12.8 µM]

(list continues)
entry	compound	N370S GC mod
121	CCCCN(C(=O)c1cccc(-n2cccc2)c1)c1c(N)n(Cc2ccccc2)c(=O)[nH]c1=O	3.2%
122	COc1ncc2nc(-c3ccccc3)c(=O)n(Cc3cccs3)c2n1	-3.2%
123	Cc1cccc(CNc2ncncc2-c2ccc(C(=O)N(C)C)cc2)c1	-10.4%
124	Cc1ccc(NC(=O)CN2C(=O)S/C(=C\c3ccc(-c4cccc(C(=O)O)c4C)o3)C2=O)cc1	-5.3%
125	O=C(O)c1cc(-c2c[nH]c3ccccc23)nc2cc3ccccc3cc12	-0.5%
126	COc1ccc(NC(=O)N2CCC3(CC2)CCN(C(=O)c2ccco2)CC3)cc1	13.9%
127	CS(=O)(=O)N1CCC[C@@]2(CCN(c3ncccn3)C2)C1	-6.2%
128	N#Cc1cccc(-c2nccc(NCc3cccnc3)n2)c1	25.2%
129	COc1cccc(Nc2ncc3nc(-c4cccs4)c(=O)n(CCC#N)c3n2)c1	-0.2%
130	O=c1cnc2cnc(Oc3cccc(Cl)c3)nc2n1Cc1ccc(F)cc1	?
131	COCCn1c(=O)c(-c2cccc(C#N)c2)nc2cnc(N3CCOCC3)nc21	23.7%
132	O=C(Nc1ccccc1)N1CC2(CCN(C(=O)c3ccncc3)CC2)C1	-3.7%

High-throughput results as filed in PubChem.
